Eya2 inh = blocks the phosphatase activity of human Eya2; Potency, µM (doses to about 76.9 µM), for inactives: at the highest dose activity, negative = inhibition, most hits filed as inhibitors; 330,000 tested, 0.006% active; recombinant Eya2, OMFP fluorescence dephosphorylation (OMFP is methylfluorescein phosphate); AID 488837; note: potency is the fitted concentration of half-maximal effect; % is set by controls: 0 for no effect and ±100 for the full control effect
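Eya2 (0.2 uM) preincubated 10 min at ambient with compound, then OMFP substrate added at 50 uM; 10 min reaction in 50 mM HEPES pH 7.5, 50 mM NaCl, 5 uM MgCl2, 0.05% BSA, 1 mM DTT. Fluorescence read at Ex 485/Em 525 nm.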
TSHR antagonist = antagonists of human thyroid stimulating hormone receptor; 330,000 tested, 0.2% active; P16473; TSHR-expressing cells, TSH-stimulated cAMP HTRF, 2 h; hits give low values; activity change, negative = inhibition, % at 11.5 µM;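 active = activity change below a set negative limit, meaning inhibition stronger than a set level, cut at about -70% in these data; inconclusive = activity change between two set negative limits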; note: % is set by controls: 0 for no effect and ±100 for the full control effect
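Cell-based HTRF cAMP assay; TSHR cells + compound, TSH EC80 (4nM final), 2 h, 37 deg C. Lysis with anti-cAMP cryptate and cAMP-d2, 30 min RT, read 665/620 nm.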
TRPV1 agonist = activates the human vanilloid receptor TRPV1; Q8NER1; AID 540275; TRPV1-expressing cells, Fluo-8 calcium influx, agonist mode; 320,000 tested, 0.19% active; activation, % at 8.33 µM; in the data active = activation above about 80%; inconclusive = between about 30% and that limit; note: 0% is about no effect
Target sequence (Q8NER1 whole entry, looked up): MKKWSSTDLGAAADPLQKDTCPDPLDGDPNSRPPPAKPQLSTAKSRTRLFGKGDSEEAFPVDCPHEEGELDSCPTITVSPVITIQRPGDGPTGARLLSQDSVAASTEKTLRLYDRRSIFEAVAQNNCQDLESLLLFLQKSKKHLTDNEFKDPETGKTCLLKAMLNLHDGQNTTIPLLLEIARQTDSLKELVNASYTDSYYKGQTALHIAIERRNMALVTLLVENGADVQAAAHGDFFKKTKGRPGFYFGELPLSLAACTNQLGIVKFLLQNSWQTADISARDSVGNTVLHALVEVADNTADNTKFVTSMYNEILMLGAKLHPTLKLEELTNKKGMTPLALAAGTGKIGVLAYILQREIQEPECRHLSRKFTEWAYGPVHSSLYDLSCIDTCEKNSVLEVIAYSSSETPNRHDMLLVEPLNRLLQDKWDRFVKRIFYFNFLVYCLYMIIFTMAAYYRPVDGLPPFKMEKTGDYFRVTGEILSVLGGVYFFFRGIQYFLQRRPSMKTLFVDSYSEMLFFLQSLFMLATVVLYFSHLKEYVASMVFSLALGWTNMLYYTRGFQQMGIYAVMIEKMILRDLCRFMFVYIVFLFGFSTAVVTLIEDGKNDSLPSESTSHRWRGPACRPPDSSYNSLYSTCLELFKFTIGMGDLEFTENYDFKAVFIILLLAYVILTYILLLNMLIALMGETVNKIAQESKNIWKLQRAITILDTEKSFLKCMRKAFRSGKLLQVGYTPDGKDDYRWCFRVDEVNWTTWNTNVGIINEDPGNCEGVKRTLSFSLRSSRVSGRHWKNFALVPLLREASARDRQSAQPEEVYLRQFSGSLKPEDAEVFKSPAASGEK
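Fluo-8 calcium influx in TRPV1-expressing cells, kinetic read (ex 480/em 520 nm). Compound added and read 3 min for agonist activity, followed by capsaicin at EC20 final and 2 min further read for enhancement.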
Mito fusion act = inhibitors of mitochondrial division or activators of mitochondrial fusion; S. cerevisiae fusion-defective mutant growth rescue, CellTiterGlo 48 h; Potency, µM (highest dose often 46.1 µM), inactives show top-dose growth rescue (activation), actives largely listed as activators; 320,000 tested, 0.23% active; AID 485298;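 note: potency is the fitted concentration of half-maximal effect; % of control where 0% means no effect; nearly all actives have a fitted effect of over 45% in size; temperature-sensitive fusion mutants such as fzo1-1 at 37 °C on non-fermentable ethanol glycerol medium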
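Compounds are tested for their ability to restore growth of mitochondrial fusion-defective yeast strains at non-permissive 37C in YPEG medium over 48 hours. Viability is quantified by luciferase luminescence.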
KCNH2 3.1 block = KCNH2 3.1 (human) potassium channel inhibition; 340,000 tested, 0.95% active; activity change, % (tested at about 1.8 µM); AID 720553; U2OS KCNH2 3.1, thallium flux FluxOr; hits give low values;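 active = maximum activity change below -70%; inconclusive = maximum activity change from -70% to -50%; inactive = maximum activity change above -50%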;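 note: thallium influx rate constant from kinetic fluorescence after stimulation buffer; % is set by controls: 0 for no effect and ±100 for the full control effect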
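Kinetic fluorescence (2 min after stimulation buffer) measures Tl+ influx through KCNH2 3.1 expressed by viral transduction in U2OS cells; the rate constant is normalized against DMSO controls serving as positive and negative references.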
ELG1 repair inh = blocks ELG1-dependent DNA repair in HEK293T cells. 330,000 tested, 2.3% active. HEK293T ELG1-luciferase reporter, luminescence, 16 h; DNA damage induced by 5-fluorouridine. Potency, µM (top dose mostly 46.1 µM), without a hit: at the top dose activity change, negative = inhibition, usual class: inhibitors; note: potency is the fitted concentration of half-maximal effect; % is set by controls: 0 for no effect and ±100 for the full control effect; nearly all actives have a fitted effect of over 55% in size
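Quantitative HTS, concentration-response format. 2,000 cells/well co-treated with 5-fluorouridine and compound, 16 hr in 5% CO2 at 37 °C; ONE-Glo luminescence read after 30 min.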
KCNH2 WT inh = KCNH2 (human, wildtype) channel inhibition. activity change, % at 1.84 µM. Q12809. 340,000 tested, 0.37% active. AID 720551. U2OS, BacMam KCNH2, thallium flux FluxOr; hits give low values;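 active = maximum activity change below -70%; inconclusive = maximum activity change between -70% and -50%; inactive = maximum activity change above -50%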; note: % is set by controls: 0 for no effect and ±100 for the full control effect
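U2OS cells were transduced with wild-type KCNH2 virus (2.03 x 10^8 / mL) for 4 h at room temperature, then cultured overnight at 37 C. Thallium flux was read with FluxOr dye. Rate constants were normalized to DMSO controls.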
USP2a inh = inhibitors of human ubiquitin-specific protease USP2a; USP2 core, Ub-CHOP2 coupled fluorogenic reporter, 485/531; Potency, µM (doses to about 38.3 µM), for the others: at the highest dose activity change, negative = inhibition, usual class: inhibitors; 330,000 tested, 0.01% active;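 note: potency is the fitted concentration of half-maximal effect; plate controls were DMSO wells for no effect and full inhibition by NEM control for full effect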
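Cell-free coupled assay: 10nM USP2 core preincubated 30min RT with compound in Tris-HCl pH 8.0/CaCl2/CHAPS buffer, then 25nM Ub-CHOP2 and 25nM reporter substrate; fluorescence (Ex 485/Em 531) read after 60min RT, normalized to NEM inhibition, concentration-response curves fitted.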
TCR activator = activates T cell receptor signaling; Potency, µM (series often up to 9.22 µM), for inactives: top-dose activation of IL-2 secretion, most hits filed as activators; AID 504894; primary human leukocytes, anti-CD3, IL-2 HTRF, 48 h; 330,000 tested, under 10 active; note: % of control where 0% means no effect
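TCR engagement came from a-CD3 beads alone, with compounds added to primary human leukocytes for 48 hr. Secreted IL-2 bridged europium cryptate- and d2-labelled anti-IL-2 antibodies, giving FRET emission at 665nm after 320nm excitation.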
A-T KAP1 phos = potential ataxia-telangiectasia treatment | […] A-T fibroblasts, KAP-1 phosphorylation AlphaLISA; neocarzinostatin DNA damage 30 min before lysis | Potency, µM (doses to about 57.5 µM), for inactives: at the top dose activation, usual class: activators | 320,000 tested, 0.19% active | AID 485349; note: potency is the fitted concentration of half-maximal effect; % of control where 0% means no effect; nearly all actives have a fitted effect of over 45% in size
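hTERT-immortalized A-T patient fibroblasts ([…]), 500 cells/well in OPTI-MEM, 1% FBS, got compounds for 60 min, then NCS for 30 min at 37C. Lysates were then assayed for phospho-KAP-1 by AlphaLISA (anti-pKAP1 donor, anti-KAP1 acceptor beads), 6 hr at 25C.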
* = called active by the depositor; ? = inconclusive; · = no result given; [ ] = another dose, or the depositor's remark. Unless noted, calls come from the whole dose curve; as a rule, active = well fitted curve in the direction sought with a large enough effect; inconclusive = small, poorly fitted or top-dose-only effect, or another doubt; inactive = no such curve, though single readings can be large; an effect the other way counts as inactive or inconclusive.

structure	A-T KAP1 phos	TRPV1 agonist	USP2a inh	TSHR antagonist	Mito fusion act	KCNH2 3.1 block	TCR activator	Eya2 inh	KCNH2 WT inh	ELG1 repair inh
Cn1c2ccccc2n2c(=O)c(=O)n(CC(=O)c3ccc(F)cc3)nc12	-1%	-3	0%	-3	0%	10	-4%	-9%	-8	?
CC(C)(CO)NCc1cc(Br)ccc1OCc1ccccc1	1%	-4	2%	11	4%	2	0%	-4%	1	8%
O=C(NCCOc1ccccc1)c1ncn[nH]1	2%	0	-6%	6	-3%	4	-1%	-3%	6	-5%
O=C(CSc1n[nH]c(-c2ccncc2)n1)c1cccc([N+](=O)[O-])c1	-2%	-7	10%	-6	8%	19	-8%	-22%	-7	5%
Cn1cccc1/C=N/NC(=O)CSc1nc2ccccc2n1C	0%	6	3%	0	0%	17	-4%	-6%	5	-11%
CCC(=O)Nc1c2c(nn1-c1ccc(C)cc1C)CSC2	-2%	1	0%	7	2%	19	4%	-1%	-6	11%
O=C(Nc1cccc(F)c1)N1CCCCCC1	-5%	0	-2%	11	2%	14	2%	0%	1	10%
COc1ccc(Br)cc1CN(C)C(=O)c1ccncc1	15%	0	-2%	1	2%	-27	5%	0%	-4	4%
COc1cc(C(=O)NCCNC(=O)C2CCCNC2=O)cc(OC)c1OC (stereo not drawn)	?	1	-2%	22	-9%	-10	6%	3%	0	0%
COc1ccc(Cl)cc1NC(=O)CCc1ccccc1	3%	-1	8%	-9	4%	-5	2%	2%	0	-4%
O=C(NC(=O)c1cnccc1C(F)(F)F)Nc1ccccc1	-7%	6	1%	-2	-2%	2	-1%	-3%	3	-29%
Cc1nc([N+](=O)[O-])nn1C12CC3CC(CC(Br)(C3)C1)C2	5%	-1	-1%	0	2%	2	1%	11%	-6	1%
O=C(CC(=O)N/N=C\c1c(Cl)cccc1Cl)NCc1ccccc1	7%	-3	0%	-23	0%	4	-3%	-2%	2	-4%
O=Cc1ccc2oc3nc4n(c(=O)c3c(=O)c2c1)CCCS4	0%	-3	1%	-9	1%	0	-1%	8%	-6	6%
O=C1CS/C(=C/C(=O)c2cccc(Cl)c2)N1	2%	5	-4%	-5	-3%	4	-1%	1%	-15	17%

New compounds follow:
structure	A-T KAP1 phos	TRPV1 agonist	USP2a inh	TSHR antagonist	Mito fusion act	KCNH2 3.1 block	TCR activator	Eya2 inh	KCNH2 WT inh	ELG1 repair inh
COc1ccc(-c2csc(NC(=S)NC(=O)c3ccco3)n2)cc1	3%	2	1%	0	0%	0	8%	16%	-45	?
CCOC(=O)c1c(NC(=O)CCC(=O)NCc2ccco2)sc2c1CCCC2	5%	14	-2%	-18	-4%	6	-2%	10%	0	?
CN(C)c1ccc(NC(=O)CCn2c(=S)oc3ccccc32)cc1	1%	-1	1%	3	18%	-2	-2%	-24%	-12	12%
COc1cccc(N2C(=O)C3NN=C(C(=O)CN4C(=O)c5ccccc5C4=O)C3C2=O)c1 (stereo not drawn)	-12%	20	3%	3	-2%	9	3%	-22%	5	7%
COc1ccc(/C(C)=N/NS(=O)(=O)c2ccccc2)c(OC)c1	-1%	-1	-1%	-13	9%	2	-5%	0%	0	12%
CNC(=O)CN1C(=O)NC(c2ccccc2)(c2ccccc2)C1=O	-5%	-2	3%	5	12%	-7	-1%	7%	-5	10%
COc1ccccc1C1CCN(C(=O)c2cccs2)CC1	4%	?	3%	-14	2%	-16	1%	9%	-9	0%
COc1cccc(NC(=O)N2CCC(NC(=O)c3ccco3)CC2)c1	0%	0	-1%	15	0%	6	0%	2%	7	5%
COc1ccc(C(=O)COC(=O)CCC(=O)c2cccs2)cc1	4%	2	-1%	-11	-1%	-4	4%	5%	-9	2%
CC(C)CCNC1c2ccccc2C(=O)N1Cc1ccccc1 (stereo not drawn)	7%	?	-1%	-10	0%	-21	·	-3%	3	-4%
COc1ccc2c(/C=C/c3cc[n+](C)cc3)c[nH]c2c1	0%	1	-1%	-24	-6%	-2	-9%	27%	-10	-28%
CC(=O)NC(=S)c1c(N)n(Cc2ccccc2)c(=O)n(C)c1=O	-5%	1	2%	-3	12%	·	·	-10%	·	-5%
Brc1ccc(NC2=Nc3ccccc3CC2)cc1	3%	9	2%	9	-6%	20	·	-13%	-11	?
COc1ccccc1N/C=C/c1onc(C)c1[N+](=O)[O-]	1%	?	0%	1	0%	-20	2%	-12%	1	?
CCc1cc(=O)oc2cc(OCC(=O)OC)c(Cl)cc12	-5%	7	-1%	-2	-2%	13	4%	-20%	8	6%

(listing goes on)
structure	A-T KAP1 phos	TRPV1 agonist	USP2a inh	TSHR antagonist	Mito fusion act	KCNH2 3.1 block	TCR activator	Eya2 inh	KCNH2 WT inh	ELG1 repair inh
CC1(C)CC(=O)C(C=NCC2CCN(C(=S)Nc3ccccc3)CC2)=C(O)C1	-1%	-1	-1%	-3	-1%	2	2%	13%	-1	-14%
Nc1ncccc1C(=O)OCC(=O)NC1CCCCCC1	3%	5	0%	23	-8%	-5	9%	-16%	-2	21%
COC(=O)Cc1ccc(NC(=S)Nc2ccccn2)cc1	-5%	1	0%	-8	1%	19	·	-13%	11	?
CC1CCCCN1CCNC(=O)Cn1nc(-c2ccccc2)ccc1=O (stereo not drawn)	-3%	0	0%	9	-2%	-1	21%	-23%	14	5%
NC1=C([N+](=O)[O-])C(c2ccccc2)C2=C(CCCC2=O)O1 (stereo not drawn)	7%	0	2%	7	-9%	-5	4%[46.1 µM]	0%	-7	17%
O=C(Cn1cnc2c(NCc3ccccc3)ncnc21)N1CCN(c2ccccn2)CC1	1%	·	1%	-2	·	2	-2%[46.1 µM]	0%	-2	-8%
O=C(O)c1ccccc1C(=O)Nn1cnnc1	-3%	0	-2%	-5	15%	8	0%	15%	-12	-2%
CC(=O)Nc1ccc(OS(=O)(=O)c2ccc([N+](=O)[O-])cc2)cc1	-3%	-3	1%	4	-8%	-5	-5%	-6%	-17	-7%
O=C(Nc1nccs1)c1ccc(F)c(S(=O)(=O)N2CCOCC2)c1	6%	1	1%	-5	1%	·	2%	9%	0	-29%
Cc1cc2sc(C(=O)O)c(C)c2s1	1%	0	1%	19	9%	-7	-4%[46.1 µM]	-12%	-12	18%
COc1ccc(CNC(=O)CN2C(=O)C3CCCN3c3ncc(Cl)cc32)cc1 (stereo not drawn)	1%	3	0%	-1	1%	1	7%	-11%	-1	-5%
COc1ccc(OC)c2[nH]c(=O)c(CCNC(=O)Cc3cccs3)cc12	-1%	2	6%	9	2%	3	4%	5%	-5	17%
CCCCn1nc(NC(=O)COC)c2cc3cc(OC)ccc3nc21	?	23	-1%	-9	-10%	4	-2%	-1%	8	?
O=C(O)CCC(=O)N(Cc1ccco1)C1CC(=O)N(c2ccccc2)C1=O (stereo not drawn)	0%	1	3%	-3	-1%	20	4%	15%	-3	0%
COc1ccc(CN(C)C(=O)c2ccc(OCC(=O)Nc3cccc(C(F)(F)F)c3)c(OC)c2)c(OC)c1	-3%	-2	-12%	-20	11%	15	7%	-34%	1	?

Later entries
structure	A-T KAP1 phos	TRPV1 agonist	USP2a inh	TSHR antagonist	Mito fusion act	KCNH2 3.1 block	TCR activator	Eya2 inh	KCNH2 WT inh	ELG1 repair inh
O=C(Nc1nnc(Cc2c[nH]c3ccccc23)s1)c1ccc(Cl)cc1Cl	3%	1	-1%	5	17%	10	0%[46.1 µM]	-4%	6	?
COc1cccc(-c2nnc(NC(=O)C(C)C)o2)c1	9%	-2	0%	3	-6%	9	-1%	-34%	6	33%
CC(C)Sc1cc(N2CCCC2)nc(-c2ccccc2Cl)n1	15%	21	-8%	7	10%	8	-10%[46.1 µM]	11%	-5	4%
O=C(NC(Cc1ccc2c(c1)OCO2)C(=O)NC(Cc1ccccc1)C(=O)O)c1ccccc1 (stereo not drawn)	·	-4	5%	0	1%	10	4%	-2%	-20	-2%
CN1CCCC(C#CC(O)(c2ccccc2)c2ccccc2)C1 (stereo not drawn)	0%	4	2%	10	-1%	-17	5%	-6%	35	14%
COc1ccc(CC(=O)n2[nH]c(=O)cc(C)c2=O)cc1OC	32%	-1	1%	12	0%	-20	-2%	-3%	1	4%
Cc1cc(C)c2nc(SCC(=O)N3CCCCC3)c(C#N)cc2c1	13%	-2	0%	6	2%	·	11%	1%	30	0%
Cc1nnc(NC(=O)CSc2nccn2Cc2ccc(F)cc2)s1	13%	0	-1%	53	1%	-12	0%	5%	2	15%
Cc1ccc(C(=O)NC(C)c2ccc(-n3ccnc3)cc2)c(C)c1 (stereo not drawn)	-10%	4	0%	17	2%	-16	3%	4%	2	-2%
Cc1[nH]c(=O)[nH]c(=O)c1S(=O)(=O)Nc1ccc(S(N)(=O)=O)cc1	-9%	-3	-2%	16	-1%	-3	·	-8%	11	-1%
Cc1cccc(-n2nnnc2SCC(=O)NCCN2C(=O)CSC2=O)c1	-23%	0	0%	17	0%	13	1%	-1%	-3	1%

Not all compounds are listed; count on the stated rates, not on these rows.
